Assay outcomes deposited in PubChem BioAssay by several laboratories.
MT1-MMP txn act = MT1-MMP promoter transcription activation. HT1080 MT1-MMP promoter luciferase reporter, luminescence, overnight; active compounds read high. activation factor at 10 µM. 0.16% of 86,000 active;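 active = activation factor of at least 2 for MT1-MMP transcription at 10 µM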
ERa coact pot = ER-alpha (human) coactivator binding potentiation; P03372; TR-FRET ERalpha-LBD/SRC-Cy5 coactivator binding, 2 h; 100 = basal binding, no effect; coactivator binding (% of control), % at 25.6 µM; 1.3% of 86,000 active; AID 639; in the data active = activity above about 200%;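 also: binding measured in presence of low estradiol as agonist stimulus; 0% = peptide alone without receptor and 100% = receptor with peptide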
CD11b adhes enh = enhancers of human CD11b/CD18 binding to fibrinogen; 0.07% of 93,000 active; K562 CD11b/CD18 adhesion to fibrinogen, ATPlite luminescence; activation, % at 10 µM;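 active = 10 µM primary screen giving 50% or more activity, confirmed by 40% or more on retest at that dose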; also: strong numbers were not always called active
Target sequence (P05107 whole entry, looked up, other chains not shown): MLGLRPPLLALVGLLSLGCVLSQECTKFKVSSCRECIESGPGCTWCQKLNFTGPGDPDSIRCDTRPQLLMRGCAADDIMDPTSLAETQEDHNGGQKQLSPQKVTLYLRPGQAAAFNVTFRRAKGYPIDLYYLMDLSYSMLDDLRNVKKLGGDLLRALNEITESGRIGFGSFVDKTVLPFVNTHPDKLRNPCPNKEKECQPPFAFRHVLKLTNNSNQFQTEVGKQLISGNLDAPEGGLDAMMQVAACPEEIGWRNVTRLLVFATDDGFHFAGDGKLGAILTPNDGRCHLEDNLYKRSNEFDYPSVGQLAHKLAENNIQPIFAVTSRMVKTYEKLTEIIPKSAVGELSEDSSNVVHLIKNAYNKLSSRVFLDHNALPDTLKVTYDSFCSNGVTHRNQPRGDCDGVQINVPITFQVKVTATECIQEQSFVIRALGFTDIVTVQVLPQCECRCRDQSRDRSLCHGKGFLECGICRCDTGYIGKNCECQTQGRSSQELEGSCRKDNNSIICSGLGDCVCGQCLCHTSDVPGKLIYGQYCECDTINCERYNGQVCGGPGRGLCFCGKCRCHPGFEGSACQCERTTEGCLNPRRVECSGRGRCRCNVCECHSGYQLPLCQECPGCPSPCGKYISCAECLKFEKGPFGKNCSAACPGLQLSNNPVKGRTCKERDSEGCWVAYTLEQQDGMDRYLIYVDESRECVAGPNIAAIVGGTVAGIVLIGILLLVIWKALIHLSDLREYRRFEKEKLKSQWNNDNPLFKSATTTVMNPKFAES
Smad3 FoxH1 inh = Smad3 (human) transcription factor binding inhibition; TR-FRET Smad3/Dy647-FoxH1 peptide binding, europium anti-His; inhibition, % at 25 µM; 0.29% of 88,000 active; AID 630;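 active = compounds that reduce the energy-transfer binding signal between the protein and its labelled peptide by more than half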;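 also: 0% = Smad3 plus labelled peptide maximal FRET and 100% = peptide-only background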
ERb coact inh = blocks coactivator binding to human estrogen receptor beta; inhibition, % at 25.6 µM; 1.3% of 86,000 active; Q92731; TR-FRET ER-beta LBD / SRC1-Cy5 peptide binding; receptor agonist-loaded with 1 µM estradiol;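 active = compounds whose percent inhibition of the receptor-coactivator binding signal exceeds about 50% in the single-dose screen, limit read from the data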;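 also: 0% = receptor plus peptide wells without compound and 100% = peptide-only wells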
Fibroblast inh = blocks proliferation of human lung fibroblasts; LL 47 human lung fibroblast viability, ATP luminescence; active compounds read low; viability, % at 10 µM; 1.1% of 85,000 active; AID 719;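 active = viability at or below 50% in the single dose screen; inactive = viability above 50%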;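 also: compound exposure lasted 72 h before the ATP readout; 100% = median luminescence of untreated cell-only wells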
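Times – overnight cell rest, 72 h compound treatment at 37 °C · Test system – human lung fibroblast line LL 47, low passage · Amount – 1,150 cells in each well · Controls – cell-only wells, no compound · Doses – 0.1% DMSO in all compound wells · Measured by – CellTiter-Glo luminescence · Buffer or medium – IMEM plus 15% FBS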
ERa SRC1 inh = blocks coactivator binding to human estrogen receptor alpha. P03372. 1.7% of 86,000 active. AID 629. inhibition, % at 25.6 µM. TR-FRET ER-alpha LBD / SRC-1 peptide, estradiol-bound; in the data active = inhibition above about 50%;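 also: 0% = receptor plus peptide control and 100% = peptide only without receptor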
HUVEC prolif 384 = blocks proliferation of human endothelial cells | HUVEC proliferation, CellTiter-Glo luminescence, 72 h; active compounds read low | 1.1% of 86,000 active | viability, % at 10 µM (by protocol);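 active = viability at or below 30%; inactive = viability above 30%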;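 also: 100% = median luminescence of DMSO-only cell control wells on each plate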
H69AR inhibit = growth inhibitors of human H69AR lung tumor cells | H69AR lung tumor viability, ATP luminescence, 72 h; active compounds read low | viability, % at 10 µM | 6% of 85,000 active | AID 598;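 active = viability at or below 40%; inactive = viability above 40%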;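 also: multidrug resistant small cell line overexpressing MRP-1 efflux transporter; 100% = mean luminescence of untreated control wells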
* = called active by the depositor; · = not tested or not shown; [ ] = remark or other dose.

canonical_smiles,MT1-MMP txn act,ERa coact pot,CD11b adhes enh,Smad3 FoxH1 inh,ERb coact inh,Fibroblast inh,ERa SRC1 inh,HUVEC prolif 384,H69AR inhibit
CC(=O)N(/N=C1\Sc2ccccc2C1=O)c1ccccc1C,1,55.1,·,11.4,13.9,104.9,37.7,103.6,41.1
CCCC(C)NC(=O)c1ccc2[nH]c3c(c2c1)CC(C)CC3 (centres undefined),1,95.6,-0.2,-4.5,-9.9,95.1,-3.1,84.7,57.6
N#Cc1nc(-c2ccco2)oc1N1CCCC1,1.2,66.0[fluorescence artefact?],-0.9,-10.1[fluorescence artefact?],10.2[fluorescence artefact?],109.5,4.0,91.2,88.2
CCOC(=O)c1ccccc1NS(=O)(=O)c1ccc(S(=O)(=O)N2CCCC2)cc1,1,101.5,1.9,-6.5,0.4,96.1,-2.5,109.5,61.6
CCOc1ccc(S(=O)(=O)N(C)c2ccc(OCC(=O)NCc3ccco3)cc2)cc1,1.1,112.4,2.4,4.3,-6.6,101.0,4.8,96.7,97.7
O=C1CN(C(=O)c2ccccc2F)c2ccccc2N1,0.9,157.3[fluorescence artefact?],-3.4,9.2,0.1,102.9,-7.4,98.5,101.0
COC(=O)c1c(NC(=O)CSc2nnc(-c3cccnc3)n2Cc2ccco2)sc(C)c1C,1.1,90.8,1.3,-2.2,1.8,85.4,1.6,85.9,97.7
c1ccc2c(c1)ncn2CCCOc1ccc2c(c1)CCC2,·,75.1,-3.2,-1.4,13.3[fluorescence artefact?],89.5,15.6,72.3,92.5
Cc1cc(NCc2ccccc2)nc2ccccc12,1.1,106.6[fluorescence artefact?],·,4.7,-3.7,82.6,-1.9,77.5,56.4
COC(=O)c1ccc(Oc2nc(Nc3ccc(C)c(C)c3)nc(N(C)C)n2)cc1,1.1,90.4,-6.3,5.0,1.3,89.1,-6.3,95.5,71.4
O=C(Cn1cnc2ccccc2c1=O)Nc1ccc2c(c1)CCC2,1.1,111.4,2.3,8.3,-4.5,102.1,47.8[fluorescence artefact?],92.6,95.0
O=C(Nc1ccc2nc(-c3cccnc3)[nH]c2c1)C12CC3CC(CC(C3)C1)C2,1.3,92.3,·,8.0,-7.7,47.5*,-5.8,6.0*,30.1*
CCCn1[nH]cc(SC)c(=O)c1=O,1.1,80.0,5.8,2.2,5.9,101.5,-5.8[fluorescence artefact?],110.6,58.8
c1ccc(Nc2nc(-c3ccccn3)cs2)cc1,1.5,81.3,1.5,-2.5,-11.9,79.9,-9.2,71.1,37.3*
Cc1cc2cc(CN(Cc3ccc4c(c3)OCO4)C(=O)c3cnccn3)c3nnnn3c2cc1C,1,111.3[fluorescence artefact?],13.7,-4.4,-7.0,93.7,-4.3,92.1,92.7
COc1ccc(-n2cc(C(=O)O)c3ccccc3c2=O)cc1,1.2,93.3,-3.3,2.5,-3.1,97.5,-7.2,97.4,99.4
COc1ccccc1OC(=O)c1ccc(S(=O)(=O)N(C)C)cc1,1,114.3,-3.2,5.7[fluorescence artefact?],-13.9,99.7,-5.7,104.5,97.9
O=C(c1cc2c(s1)-c1ccccc1OC2)N1CCN(c2ccccn2)CC1,1.2,174.4,1.6,-1.7,-1.9[fluorescence artefact?],103.4,-5.7,98.8,84.9
O=C(Nc1sc2c(c1C(=O)NC1CCCCC1)CCC2)c1ccco1,1,138.4,1.6,-0.5,-2.6,90.3,-4.2,78.1,105.5
O=C(CCS(=O)(=O)c1cccc2nonc12)NCCc1ccccc1,1.1,131.3[fluorescence artefact?],0.8,3.7,22.5,102.4,-18.9,92.6,94.9
CCC(C)(C)n1nnnc1C(c1cc(OC)ccc1OC)N1CCC(C(N)=O)CC1 (centres undefined),1.1,101.5[fluorescence artefact?],·,-2.5,-7.1,102.7,-3.9,97.6,84.5
Cc1csc(NC(=O)c2nc(-c3ccccc3)n(-c3ccccc3)n2)n1,1.2,87.6,-3.9,-12.0,9.4[fluorescence artefact?],·,3.0,102.5,26.1*
CCn1c(=O)c2cc(C(=O)NCc3cccs3)sc2c2ccccc21,1,190.5,·,-1.8,10.7,81.3,18.2,73.3,65.0
Cc1csc(NC(=O)C2CCCCC2C(=O)O)n1 (centres undefined),1.2,101.7,3.9,8.7[fluorescence artefact?],0.6,103.7,2.8,99.8,83.1
O/N=C(\Cc1cscn1)c1ccc(O)cc1O,1.2,107.2,0.4,-4.5,18.6,95.5,8.8,77.7,91.9

Reprinted from the part before: two entries, then new ones.
canonical_smiles,MT1-MMP txn act,ERa coact pot,CD11b adhes enh,Smad3 FoxH1 inh,ERb coact inh,Fibroblast inh,ERa SRC1 inh,HUVEC prolif 384,H69AR inhibit
Cc1csc(NC(=O)C2CCCCC2C(=O)O)n1 (centres undefined),1.2,101.7,3.9,8.7[fluorescence artefact?],0.6,103.7,2.8,99.8,83.1
O/N=C(\Cc1cscn1)c1ccc(O)cc1O,1.2,107.2,0.4,-4.5,18.6,95.5,8.8,77.7,91.9
COc1ccc(CCNC(=O)CN(c2ccccc2OC)S(C)(=O)=O)cc1OC,1.2,135.1,0.4,2.0,-0.2[fluorescence artefact?],100.8,3.2[fluorescence artefact?],96.6,93.6
O=C1NC2CCCCC2NC1CC(=O)N1CCN(c2ccccc2)CC1 (centres undefined),1,134.8,·,4.7,-2.3,102.2,-3.7,90.6,97.0
NC(=O)c1cn(-c2ccccc2)nc1-c1cccnc1,1,110.1,-5.4,3.9,-1.8,101.7,3.5,98.5,98.5
Cc1ccc(Nc2nc(C)cc(C)n2)c(Br)c1,1.2,113.9,-1.6,-6.9,2.0,105.3,-0.3[fluorescence artefact?],96.5,100.1
CCOC(=O)c1c(NC(=O)c2ccccc2Br)sc2c1CCc1ccccc1-2,·,81.2,-1.5,12.1,1.4,95.0,-2.7,98.6,80.3
CCN1CCN(C(=O)C2=C(C(=O)O)CCCC2)CC1,1,117.1,-7.9,3.3,4.0[fluorescence artefact?],105.5,8.5,103.9,100.0
CCOc1ccc(C2C(C(=O)c3cccs3)=C(O)C(=O)N2CCCn2ccnc2)cc1 (centres undefined),1.4,98.8,·,-0.2,-12.0,104.3,-14.6,98.1,107.6
O=C(Nc1nnc(C2CCCCC2)s1)c1ccc(Br)s1,1.3,367.1*[fluorescence artefact?],39.1,-9.2[fluorescence artefact?],51.7*[fluorescence artefact?],98.8,11.4[fluorescence artefact?],92.7,67.5
CCOC(=O)N1CCN(S(=O)(=O)c2cc(Cl)c(OC)cc2Cl)CC1,1.1,110.2[fluorescence artefact?],·,-6.2,-5.6,85.9,-3.9,94.7,82.6
COC(=O)c1cc2oc3ccccc3c2n1CC(=O)N1CCCc2ccccc21,1,86.7,-1.9,-3.4,4.2,103.2,6.3,90.2,80.2
O=C(Nc1ccc2oc(-c3ccccc3Cl)nc2c1)c1cncc(Br)c1,1,87.8,-5.3,-4.2,11.2,66.4,15.6,17.0*,18.3*
O=c1cc(CN2CCN(c3cccc(Cl)c3)CC2)c2cc3c(cc2o1)CCCC3,1.1,99.4,-3.0,7.5,-8.7,98.4,0.1,103.4,119.5
CCOC(=O)c1ccc(NC(=O)CN2CCN(c3ccccc3)CC2)cc1,0.9,105.9,-3.4,5.2,-30.8,98.2,-36.5,112.6,111.8
O=C(Cc1coc2ccc3ccccc3c12)NCc1ccccc1,1.3,112.3,-1.0,10.9,2.1[fluorescence artefact?],92.1,5.5[fluorescence artefact?],53.5,57.4
COc1cccc(CNC(=O)CCS(=O)(=O)c2cccs2)c1,1,90.5,·,-1.5,-9.8,97.1,0.0,101.0,111.1
CCOc1ccccc1N1CCN(c2nc3ccccc3nc2C(C#N)C(=O)OC(C)C)CC1 (centres undefined),1.1,95.3,·,-1.0,-1.5[fluorescence artefact?],94.4,2.4[fluorescence artefact?],102.2,82.2
CCOC(=O)N1CCN(CC(=O)c2ccc3c(c2)CCN3C(C)=O)CC1,1.1,91.9,5.3,12.4[fluorescence artefact?],-15.4[fluorescence artefact?],96.3,1.5,101.3,96.0
CC(C)C(=O)c1cc2c(cc1NC(=O)Nc1cccc3ccccc13)OCCO2,·,104.2,-0.4,-1.8,0.3,99.8,3.0,102.0,78.6
O=C(Cn1cnc2sc(-c3ccccc3)cc2c1=O)NCCc1ccccc1,1.3,213.2*[fluorescence artefact?],-2.3,20.9[fluorescence artefact?],36.6[fluorescence artefact?],68.8,43.2[fluorescence artefact?],39.2,26.2*
COc1ccc(C2=CC(c3ccc(F)cc3)n3nnnc3N2)cc1 (centres undefined),1.5,107.6,6.2,2.3,4.2,98.0,-4.0,100.9,68.2
Cc1ccc(C(=O)NCCc2ccncc2)cc1,1.6,94.6[fluorescence artefact?],·,0.4,-3.5,106.5,-5.2,109.4,98.8
Cc1ccc2[nH]cc(C(=O)CN3CCOCC3)c2c1,1.2,103.8,-1.7,-5.2,-16.1,94.7,-12.5,90.3,74.0
Cc1cc(NC(=O)CSc2nnc(-c3ccco3)o2)no1,1,254.6*[fluorescence artefact?],3.2,4.9,0.1,108.1,1.8,98.0,·
CCCC(=O)NCCCc1nc2ccccc2n1C,1.3,106.2,-0.9,1.4,-5.5,102.8,3.1,91.3,94.8
Cn1nc(C(F)(F)F)c(C#N)c1N1CCN(c2cccc(C(F)(F)F)c2)CC1,·,110.7,20.1,11.6[fluorescence artefact?],-5.0,100.5,-7.9,100.0,69.2

Next part
canonical_smiles,MT1-MMP txn act,ERa coact pot,CD11b adhes enh,Smad3 FoxH1 inh,ERb coact inh,Fibroblast inh,ERa SRC1 inh,HUVEC prolif 384,H69AR inhibit
O=C(CO/N=C/c1cccc([N+](=O)[O-])c1)Nc1ccc2ccccc2c1,1.1,83.3,-1.6,13.5[fluorescence artefact?],3.0,107.7,3.4,88.6,68.1
O=c1oc2c3c(nn2c2ccccc12)CCCC3,1.1,116.6,-2.1,1.2,-1.4,96.7,-9.8,104.7,92.6
Cc1cc(NC(=O)Cn2nc3c(cc2=O)CCCC3)ccc1Br,1.2,110.3,-2.2,10.3,-8.9,97.8,-7.1,103.6,96.7
O=C(COC(=O)c1ccccc1F)c1ccc(-n2nncc2-c2ccco2)cc1,1.3,86.7[fluorescence artefact?],4.6,-6.7,7.2,104.3,27.4,109.1,95.3
CC(C)OCC(O)CSc1ccccn1 (centres undefined),1.2,97.0,-2.4,-8.0,4.0,97.1,-2.5,89.9,103.0
Cc1cc(C)cc(N2C(=O)CC(N(C(=O)c3ccco3)c3cc(C)cc(C)c3)C2=O)c1 (centres undefined),1,107.0,-2.1,14.8,-14.1,96.0,-11.6,87.0,107.7
COc1cccc(-n2nnnc2SCC(=O)N2CCCc3ccccc32)c1,1.3,118.0,2.6,4.9,-1.0,96.5,-1.9,102.2,68.6
CS(=O)(=O)c1ccc(N2CCOCC2)c(S(C)(=O)=O)c1,1.1,107.8,5.2,-2.8,1.7,108.8,2.9,88.7,·
Cc1ccc(-c2nnn(CCC(=O)NC3CCCC3)n2)cc1,1.1,106.9[fluorescence artefact?],-3.7,12.4,0.9,113.5,5.4[fluorescence artefact?],102.0,103.8
O=C(COc1ccc(Cl)cc1)NCc1nnc(SCC(=O)N2CCCc3ccccc32)o1,·,122.8,-1.6,8.1,1.9,97.7,5.3,98.0,92.9
CC(C)CC(C(=O)N1CCc2ccccc2C1)N1C(=O)c2ccccc2C1=O (centres undefined),1,90.2,-0.4,-2.7,-8.3,87.2,-2.1,75.3,68.4
Cc1cccc(N2CCN(c3nnnn3-c3ccccc3)CC2C)c1 (centres undefined),1.2,104.4,3.0,-0.5,0.2,97.6,1.4,95.6,82.0

This is a subset, so the mix of outcomes need not match the whole.
